N-glyco inh = blocks N-linked glycosylation in D54 reporter cells. D54 ERlucT glycosylation luciferase reporter, 24 h; percent of 100 nM tunicamycin response. reporter increase, % at 12.5 µM. 360,000 compounds, 0.23% hits. AID 588692;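 active = mean luciferase reporter signal, scaled so untreated is 0 and the glycosylation-blocking control 100, at or above a set limit in every replicate; inconclusive = mean reaches the limit but not every replicate does; inactive = mean below the limit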;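 also: luciferase carries N-glycosylation sites so blocking glycosylation raises the light; 0% = median of neutral control wells and 100% = median of 100 nM tunicamycin wells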
aDG glyco act = increases alpha dystroglycan glycosylation. 360,000 compounds, 0.22% hits. Pro5-aDG cells, alpha-DG glycosylation AlphaScreen (IIH6); 0% Pro5, 100% B10-LARGE cell signal. activation, % at 10 µM;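 active = activation of at least 8% versus controls, or a plate z-score of at least 8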;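 also: Pro5 are CHO cells carrying HIG-tagged alpha-DG that lacks glycosylation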
MC4R antagonist = blocks human MC4R cAMP signaling; 360,000 compounds, 0.48% hits; AID 540295; MC4R-expressing cells, MTII-stimulated cAMP, LANCE TR-FRET; inhibition, % at 6.5 µM;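 active = inhibition above its plate's cutoff, the mean of tested wells on that plate plus 3 SD, cut at about 29% in these data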;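 also: 0% = Melanotan II alone and 100% = Melanotan II plus saturating MCL0020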
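system = U2OS cells with stable human MC4R expression | also added = Melanotan II challenge after compound preincubation | dosing = one concentration, 6.5 µM nominal | incubation = compound 30 min, challenge 1 h, detection 1 h | measured by = TR-FRET with Eu-cAMP and labeled anti-cAMP, 671 nm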
ABHD5-PLIN5 inh = ABHD5-PLIN5 protein interaction inhibition | Q00G26+Q8WTS1 | AID 602281 | Split G. princeps luciferase complementation, luminescence, 4 h | inhibition, % at 4 µM | 360,000 compounds, 0.78% hits;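 active = inhibition above the mean inhibition across every tested compound plus 3 SD, cut at about 22% in these data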;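 also: 0% = DMSO only wells and the 100% control is not disclosed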
Target sequence (Q00G26 whole entry, looked up): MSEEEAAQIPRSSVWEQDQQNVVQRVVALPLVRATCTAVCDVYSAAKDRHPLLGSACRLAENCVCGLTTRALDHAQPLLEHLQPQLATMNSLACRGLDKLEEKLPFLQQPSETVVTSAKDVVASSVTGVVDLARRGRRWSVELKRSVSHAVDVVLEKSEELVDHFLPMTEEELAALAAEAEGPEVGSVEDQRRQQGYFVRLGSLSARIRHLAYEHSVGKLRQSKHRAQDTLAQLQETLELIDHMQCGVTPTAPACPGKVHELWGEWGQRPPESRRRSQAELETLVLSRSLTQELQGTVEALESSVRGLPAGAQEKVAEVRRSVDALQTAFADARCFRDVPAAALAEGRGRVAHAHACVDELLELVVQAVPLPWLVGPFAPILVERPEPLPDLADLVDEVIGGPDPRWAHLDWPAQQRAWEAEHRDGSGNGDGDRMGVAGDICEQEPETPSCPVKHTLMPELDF
Target sequence (Q8WTS1 whole entry, looked up): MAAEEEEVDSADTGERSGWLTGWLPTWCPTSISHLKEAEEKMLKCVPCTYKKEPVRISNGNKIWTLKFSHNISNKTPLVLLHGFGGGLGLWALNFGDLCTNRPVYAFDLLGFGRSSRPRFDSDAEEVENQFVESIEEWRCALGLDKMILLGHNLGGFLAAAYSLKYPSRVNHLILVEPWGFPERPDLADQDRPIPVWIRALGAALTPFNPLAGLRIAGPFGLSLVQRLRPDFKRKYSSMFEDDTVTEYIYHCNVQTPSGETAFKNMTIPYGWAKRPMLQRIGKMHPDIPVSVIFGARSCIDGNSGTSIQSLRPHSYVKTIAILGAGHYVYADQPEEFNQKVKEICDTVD
iPSC survival up = hiPSC single-cell survival enhancement; ATPlite luminescence; 100% = ROCK inhibitor wells, 0% = DMSO; survival enhancement, % at 20 µM; 360,000 compounds, 0.044% hits; in the data active = survival enhancement above about 18%;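 also: cells exposed to compounds for 16 hours before the ATP read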
MC4R ag barr = human MC4R agonism via beta-arrestin | AID 540308 | activation, % at 8.9 µM | U2OS MC4R beta-arrestin complementation, luminescence; percent of melanotan II response, DMSO zero | 360,000 compounds, 0.98% hits;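 active = activation above a per-plate cutoff, the mean activation of sample wells on that plate plus 3 SD, cut at about 8% in these data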
Cardio protect = protects H9c2 cardiomyocytes from peroxide injury. H2O2 injury protection, ATPLite, 2 h. protection from H2O2 cell death, % at 20 µM. 360,000 compounds, 0.63% hits. AID 588492;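 active = compounds giving at least 50% protection of heart cells from peroxide-induced death in the single-dose screen, raw or plate-pattern-corrected value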;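 also: 0% = DMSO wells with peroxide and 100% = DMSO wells without peroxide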
Exocytosis inh = lytic granule exocytosis inhibition; TALL-104 LAMP-1 surface exposure, flow cytometry; cells stimulated with thapsigargin and PMA; inhibition, % at 10 µM; 360,000 compounds, 0.66% hits; AID 651702;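 active = inhibition above about 55%, limit read from the data; inconclusive = no clear call, values can overlap the other calls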
HTR2A ag = mouse HTR2A agonism via beta-arrestin recruitment. P35363. CHO-K1 mHTR2A beta-arrestin complementation, luminescence; percent of 30 µM serotonin response. activation, % at 7.6 µM. 360,000 compounds, 0.66% hits. AID 624169;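 active = activation above a run cutoff, the mean activation of all tested compounds plus 3 SD, cut at about 14% in these data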;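 also: 0% = plate median of compound wells and 100% = 30 µM serotonin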
ABCB6 inh 2 = human ABCB6 transporter inhibition; Q9NP58; K562-ABCB6 porphyrin accumulation, flow cytometry, 1 h; stronger effect = lower value; fluorescence ratio to DMSO, % at 10 µM; 360,000 compounds, 0.19% hits; AID 602162;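 active = fluorescence ratio to DMSO below 75%, the collection mean minus 3 SD; inconclusive = too few cells collected in the well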;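 also: signal is porphyrin accumulated inside mitochondria; 100% equals median channel fluorescence of DMSO control wells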
Active calls of the source: *; ? = inconclusive; · = not tested or not shown; & = joins results of further samples.

SMILES	N-glyco inh	aDG glyco act	MC4R antagonist	ABHD5-PLIN5 inh	iPSC survival up	MC4R ag barr	Cardio protect	Exocytosis inh	HTR2A ag	ABCB6 inh 2
CN(CC(=O)NCc1ccccn1)S(=O)(=O)c1ccccc1	0	-0.1	10	-3	0.1	-1.9	6	2	-1	99
O=C(c1cccc([N+](=O)[O-])c1)N1CCN(c2ncccn2)CC1	3	-0.1	-4	-1	1.6	1.7	4	11	1	95
Cc1cccc(NC(=O)C(C)N2C(=O)c3ccccc3S2(=O)=O)n1 (stereo not drawn)	1	-0.2	8	3	-0.2	-2.0	0	-2	8	88
CCN1CCN(c2ccc(NC(=O)c3cc(OC)c(OC)c(OC)c3)cc2)CC1	4	0.1	0	0	0.2	1.1	8	-12	-5	95
O=C(COC(=O)/C=C/c1cccc(F)c1)Nc1ccccc1-c1ccccc1	3	0.0	-1	-4	12	-1.6	2	-1	4	94
CC1CN(CCS(=O)(=O)c2cc(Cl)ccc2Cl)CC(C)O1 (stereo not drawn)	6	0.0	-4	9	-0.3	-2.7	5	7	-4	101
Cc1cccc(C)c1NC(=O)c1ccc2sc([C@@H]3O[C@H](CO)[C@H](O)[C@H](O)[C@H]3O)nc2c1	0	-0.4	2	3	1.2	-2.3	-4	-12	3	93
CC(C)CN(CC(C)C)CC(O)CN(c1ccccc1)S(=O)(=O)c1ccccc1[N+](=O)[O-] (stereo not drawn)	-9	-0.2	9	4	-0.3	3.2	-5	2	3	90
COc1ccccc1N1CCN(C(=O)C2CCCN(S(=O)(=O)c3ccc(C)cc3)C2)CC1 (stereo not drawn)	0	1.8	9	-2	-0.7	0.3	-22	-3	0	92
O=c1c(-c2ccco2)nc2ccccc2n1C(c1ccccn1)c1nc2ccccc2[nH]1 (stereo not drawn)	·	-0.2	·	37*	·	·	·	3	8	·
Cc1c(N=C/C=C2/N(C)c3ccccc3C2(C)C)c(=O)n(-c2ccccc2)n1C	-1&-3	0.1&0.3	-7&7	8&4	-1.1&-0.7	-3.1&-0.1	-1&-16	11&2	-8&-1	95
Cc1cccc(N2CCN(C(=O)/C=C/c3ccco3)CC2)c1C	5	0.0	0	9	-1.9	-1.3	-1	10	0	92
CCOc1cc(C(=O)OCC(=O)Nc2cccc(S(=O)(=O)NC3=NCCCCC3)c2)cc(OCC)c1OCC	0	0.1	9	0	-0.5	-2.6	4	-4	-3	94
CC1CN(C(=O)CCC(=O)NCc2ccccc2Cl)c2ccccc2S1 (stereo not drawn)	-4	0.4	5	-2	2.3	-0.9	-15	-2	0	96
CC(C)C[C@H](NC(=O)[C@@H]1O[C@H]1C(=O)O)C(=O)NCCCCN=C(N)N	-2	0.1	-3	-8	-1.9	-0.5	7	-4	5	94
Cc1ccc(CN2CCC(CNS(=O)(=O)c3ccc(-c4ccc(=O)[nH]n4)s3)CC2)cc1	-2	-0.2	-5	11	-0.3	1.6	-1	1	-6	98
CC1(C)Cc2nc(N)c(=O)sc2C1	9	0.1	4	-8	-3.9	-0.3	6	-2	0	88
CC(C)C(=O)Nc1cccc(COc2ccccc2CN(Cc2ccccc2)C(=O)OC(C)(C)C)c1	-9	-0.2	7	4	-1.0	2.2	-19	2	-6	91
COC(=O)Cn1cnc2c(nnn2Cc2ccc(Cl)cc2)c1=O	1	-0.2	7	2	-0.1	-4.2	6	-1	0	104
O=C(Nn1c(-c2ccc(Cl)cc2)nc2ccccc2c1=O)c1cccnc1Cl	-3	0.3	-3	2	-2.5	0.6	12	-12	-1	260
CC(C)C[C@H]1CNC(=O)C(=O)N1CC1CCN(CC2CCC(C(C)(C)C)CC2)CC1 (stereo partly drawn)	0	0.0	-7	2	-0.8	1.6	17	-2	4	100
COc1ccc(C(=O)NCc2ccc3c(c2)OCO3)cc1S(=O)(=O)NCc1ccc(Cl)cc1	-3	0.1	7	7	-1.1	-2.9	2	2	-2	102
N#Cc1nc(COc2ccc(Cl)cc2)oc1N1CCN(Cc2ccccc2)CC1	-3	-0.1	8	-4	0.2	-3.0	-24	7	12	96
CCN1CCN(CC(=O)Nc2cc(F)ccc2C)CC1	1	0.2	3	7	-4.0	0.7	-8	6	-4	101
CCCCCCNC(=O)N1C/C=C\C(c2ccc(OC)cc2)N(Cc2ccc(F)cc2)C(=O)C1 (stereo not drawn)	2	0.8	8	-1	-1.9	0.2	-14	3	3	96
COc1ccc(N(CC(=O)Nc2ccc(OC)c(Cl)c2)S(=O)(=O)c2c(C)noc2C)cc1	-1	0.2	8	-7	-3.0	0.1	-7	0	-1	95
O=C(Nc1ncc(Cc2ccccc2Cl)s1)C1CCCO1 (stereo not drawn)	-8	1.2	0	-4	-0.8	0.7	0	-1	-7	100
O=C(CSC(=S)N1CCOCC1)N1N=CCC1c1ccccc1 (stereo not drawn)	1	-0.1	-3	-3	-2.6	-0.1	-2	-1	3	100
Cc1ccc(N2CCN(C3=NC(=O)/C(=C\c4cccs4)S3)CC2)cc1	4	0.1	5	6	0.7	-1.8	-4	-2	-2	96
O=C(CSc1nnc(C2CC2)n1C1CC1)N1CCN(c2ccc(O)cc2)CC1	1	-0.2	-2	6	6.9	-1.6	8	-6	-3	98
Cn1c2ccccc2c(=O)c2c(=O)n(C3CCCCC3)c(-c3cccs3)nc21	1	0.3	9	2	8.1	-1.2	0	-4	5	95
O=C1N/C(=N\N=C\c2cccs2)SC1Cc1cccc(Cl)c1Cl (stereo not drawn)	15	-0.2	-9	-1	4.6	-2.8	2	2	0	103
COC(=O)c1ccc(NC(=S)NCCCn2ccnc2)cc1	0	0.0	2	3	0.1	-3.1	-4	-2	0	185
CC1CCN(CCCOc2ccc(OCc3ccccc3)cc2)CC1	-1	1.6	0	-4	-2.6	-2.2	1	-1	-2	82
Nc1cc(Cl)nc(N/N=C/c2c(O)ccc3ccccc23)n1	-5	0.6	-13	0	-1.5	-2.2	46	-2	-27	?
Cc1nnc(SCC(=O)NCCC2=CCCCC2)[nH]c1=O	0	-0.1	5	4	-0.4	-2.1	-3	2	2	101
Cc1cccc(Nc2nc(C)cc(C)c2C#N)c1	1	0.0	-4	-7	-0.8	1.0	-2	-7	0	102
CC(C)C(C)(C#N)NC(=O)CSc1nc2scc(-c3ccc(F)cc3)c2c(=O)n1Cc1ccccc1 (stereo not drawn)	0	0.1	-3	-3	2.5	-0.6	-7	1	-6	98
Cc1cc2nc(-c3ccccc3)c(CC(C)(C)C)n2c(C)c1Br	-2	-0.2	·	-22	1.8	·	-6	2	2	98
CCc1ccc(-c2nc(CS(=O)CC(=O)NCc3ccco3)c(C)o2)cc1 (stereo not drawn)	1	0.5	3	11	-0.4	-2.4	-10	7	-3	99
Cc1ccc(CNc2nc(C)cs2)cc1	-5	0.5	-3	2	-0.4	0.3	-12	10	3	97
Cc1ccc(O)c(Cn2nnc3ccccc32)c1	-4	0.3	6	-1	-1.3	0.2	-4	-2	5	93
Cc1ccc(C(=O)N(CCN(C)C)CC2CCCN(Cc3ccccc3F)C2)cc1C (stereo not drawn)	-3	0.1	3	1	-0.7	-1.2	13	47	-4	96
Cc1cc(C)cc(NC(=O)CCNS(=O)(=O)c2ccc3c(c2)oc(=O)n3C)c1	2	-0.1	1	2	-0.4	0.6	-1	-1	-1	93
O=C(CSc1nnc2ccccn12)NC(=O)NC1CCCCC1	5	0.0	-1	-1	3.8	-1.9	-2	0	5	104

Limited to Exocytosis inh, N-glyco inh and iPSC survival up (3 entries from above):
| SMILES | Exocytosis inh | N-glyco inh | iPSC survival up |
| --- | --- | --- | --- |
| Cc1cc2nc(-c3ccccc3)c(CC(C)(C)C)n2c(C)c1Br | 2 | -2 | 1.8 |
| Cn1c2ccccc2c(=O)c2c(=O)n(C3CCCCC3)c(-c3cccs3)nc21 | -4 | 1 | 8.1 |
| Cc1ccc(C(=O)N(CCN(C)C)CC2CCCN(Cc3ccccc3F)C2)cc1C (stereo not drawn) | 47 | -3 | -0.7 |

The list continues.
SMILES	N-glyco inh	aDG glyco act	MC4R antagonist	ABHD5-PLIN5 inh	iPSC survival up	MC4R ag barr	Cardio protect	Exocytosis inh	HTR2A ag	ABCB6 inh 2
O=C(NC(=S)NCc1ccccc1)c1cccnc1	-1	0.0	7	-1	-1.2	-3.7	-5	0	2	100
Cc1ccccc1CSCc1ccc(C(=O)NCCCN2CCOCC2)o1	1	0.1	3	-2	-0.1	-0.7	9	-2	0	95
O=C(O)c1ccc2c(=O)n(-c3ccccc3)c(=S)[nH]c2c1	1	0.1	-4	-1	0.6	0.7	2	-7	5	95
CC(=O)Nc1ccc(OCC(=O)N(CC(C)C)C2CCS(=O)(=O)C2)cc1 (stereo not drawn)	4	-0.2	5	-3	2.3	0.8	2	-4	4	90
O=S(=O)(NCC(c1ccco1)N1CCN(c2ccccc2)CC1)c1ccc(F)cc1 (stereo not drawn)	-1	-0.3	8	-7	1.0	6.5	1	8	-5	102
COc1ccc(NCc2nnc(SCC(=O)N3CCCc4ccccc43)o2)cc1	1	0.0	3	-12	3.0	1.3	-9	-1	5	96
COc1ccc(CCN=C(N)NS(=O)(=O)c2ccc(OC)c(OC)c2)cc1OC	2	0.0	12	0	-0.4	-1.3	-1	-22	4	104
CCOCCCNS(=O)(=O)c1ccc2c(c1)CCN2C(C)=O	0	0.4	2	-4	-0.2	-0.4	-10	4	2	91
CC1=CC(C)(C)N2C(=O)C3(C(C#N)=C(N)Oc4cc(O)ccc43)c3cccc1c32 (stereo not drawn)	-1	0.4	9	11	-1.7	-1.7	-8	-6	2	101
O=C(O)c1ccc(NC(C(=O)c2ccccc2)c2ccccc2)cc1 (stereo not drawn)	0	1.1	0	1	2.6	0.7	0	0	0	100
O=C(NCCN1CCOCC1)c1cccc(S(=O)(=O)N(Cc2ccccc2)c2ccccc2)c1	-1	-0.1	4	2	0.2	-1.1	3	2	1	98
CCc1nnc(NC(=O)CSc2nccn2-c2cc(C)cc(C)c2)s1	3	0.0	-5	3	2.5	3.0	10	-2	6	98
N#Cc1ccc(NC(=O)CN2C(=O)NC3(CCCC3)C2=O)cc1	2	-0.1	2	8	0.5	1.5	-2	-1	-2	98
CCCCC(=O)N/C(N)=N/c1nc2ccccc2o1	-6	0.0	13	-6	-0.5	1.5	-10	-14	4	96
COc1cc(-c2nc(CN3CCN(c4ncccn4)CC3)c(C)o2)ccc1F	-1	-0.1	3	3	-0.4	-4.0	7	5	8	98
Cc1onc(-c2c(F)cccc2Cl)c1-c1nnc(-c2ccc(C(F)(F)F)cc2)o1	-10	0.1	3	-10	-0.1	-0.7	-1	-18	3	101
CCN(CC)CCCN1C=C2C(=O)C(C)(OC(=O)C3CCCC3)C(=O)C(c3ccccc3)=C2C=C1CCCC(=O)OC (stereo not drawn)	1	0.3	1	-3	-1.4	-1.1	11	-12	-3	96
CCc1c(C(=O)N/N=C/c2ccc(C)o2)csc1C	1	-0.3	0	-11	0.1	-0.5	-1	-4	-6	95
COc1ccccc1NS(=O)(=O)c1cccc(C(=O)NCC(C)(C)N2CCOCC2)c1	1	-0.2	-2	1	-0.1	0.3	16	-1	-5	95
